# Source: PubChem BioAssay (National Center for Advancing Translational Sciences (NCATS))
# EPAC2 agonist: EPAC2 (human) agonism. 360,000 compounds, 0.079% hits. EPAC2 activation, biochemical qHTS; response scale: 100% = 6.5 mM cAMP response. AID 720711. Potency, µM (series often up to 154 µM), inactives show top-dose activation, most hits filed as activators; note: potency is the fitted concentration of half-maximal effect; nearly all actives have a fitted effect of over 50% in size
#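 Each well held 100 nM EPAC2, 250 nM RAP1B-BODIPY-GDP and 50 uM GDP. Fluorescence, read at 5-min intervals to 30 min, was referenced to a 6.5 mM cAMP positive control.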
# EPAC1 antag: blocks human EPAC1 exchange factor | O95398 | EPAC1 GEF assay, Rap1b-BODIPY-GDP exchange fluorescence | Potency, µM (titrated, usually from 115 µM), for the others: at the top dose activity change, negative = inhibition, actives largely listed as inhibitors | 360,000 compounds, 0.14% hits;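 note: potency is the fitted concentration of half-maximal effect; plate controls were vehicle for no effect and positive control for full effect; nearly all actives have a fitted effect of over 50% in size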
# Target sequence (O95398 whole entry, looked up): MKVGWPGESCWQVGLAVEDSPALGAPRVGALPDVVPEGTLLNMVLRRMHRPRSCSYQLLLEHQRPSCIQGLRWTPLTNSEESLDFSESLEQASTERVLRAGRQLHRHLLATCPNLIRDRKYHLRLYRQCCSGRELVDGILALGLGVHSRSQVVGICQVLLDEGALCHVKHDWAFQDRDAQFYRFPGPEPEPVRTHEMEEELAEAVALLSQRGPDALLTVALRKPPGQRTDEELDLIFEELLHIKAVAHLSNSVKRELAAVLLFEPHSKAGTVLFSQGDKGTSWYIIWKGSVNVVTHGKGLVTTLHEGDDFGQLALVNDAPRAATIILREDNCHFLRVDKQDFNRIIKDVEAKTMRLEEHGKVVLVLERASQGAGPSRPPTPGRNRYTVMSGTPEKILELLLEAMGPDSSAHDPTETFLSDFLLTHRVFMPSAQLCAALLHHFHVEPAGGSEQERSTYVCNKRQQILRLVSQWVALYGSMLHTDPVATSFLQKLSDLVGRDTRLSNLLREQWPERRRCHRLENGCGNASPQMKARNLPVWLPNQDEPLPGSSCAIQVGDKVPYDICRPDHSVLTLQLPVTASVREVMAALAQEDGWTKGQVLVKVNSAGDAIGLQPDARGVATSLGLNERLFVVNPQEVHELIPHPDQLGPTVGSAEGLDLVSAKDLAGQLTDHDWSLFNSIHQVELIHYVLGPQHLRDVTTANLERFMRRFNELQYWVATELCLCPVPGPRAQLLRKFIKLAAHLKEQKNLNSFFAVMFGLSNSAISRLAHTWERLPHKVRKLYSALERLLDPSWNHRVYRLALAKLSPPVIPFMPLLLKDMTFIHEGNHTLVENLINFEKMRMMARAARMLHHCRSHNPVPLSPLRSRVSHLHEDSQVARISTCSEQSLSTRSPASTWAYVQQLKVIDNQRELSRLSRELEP
# PLK1 PBD inh: blocks phosphopeptide binding to human PLK1 polo-box domain; P53350; Plk1 PBD binding of FITC phosphopeptide, fluorescence polarization; Potency, µM, for the others: max response, negative = inhibition, most hits filed as inhibitors; 360,000 compounds, 2.8% hits; AID 720504; note: potency is the fitted concentration of half-maximal effect; series mostly up to about 57 µM; % is set by controls: 0 for no effect and ±100 for the full control effect; nearly all actives have a fitted effect of over 65% in size
# PI5P4K alpha inh: blocks human PI5P4K alpha kinase activity | P48426 | PI5P4Kalpha enzyme, ADP-Glo luminescence, 60 min; stronger effect = lower value | max response, % | 330,000 compounds, 1.2% hits; active = max response of -50% or lower; inconclusive = between -30% and -50%; inactive = -30% or higher; note: value at the top dose of about 77 µM; % is set by controls: 0 for no effect and ±100 for the full control effect
#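 Single end-point luminescence (ADP-Glo) quantified ADP from PI5P4Kalpha turnover; ATP 5 microM final, 1 h at RT, 0.1% CHAPS and 0.28 mM EGTA in HEPES pH 7.4.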
# CCT chaperon mod: cytosolic chaperonin activity modulation; purified chaperonin ATPase assay, HTRF ADP detection, 30 min; activity change, % (concentration not given with the values), hits read low; 360,000 compounds, 0.3% hits; in the data active = activity change below about -30%; note: % is set by controls: 0 for no effect and ±100 for the full control effect
#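 ATPase activity: ADP formed was measured by HTRF Transcreener (665/615 nm ratio) after 30 min at 37 deg C with 10 uM ATP. Compounds screened at one 76 uM concentration against 40 or 20 nM TRiC in Tris pH 7.4/KCl/MgCl2/DTT buffer.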
# IL-2 act: IL-2 activation; IL-2 activation reporter assay, cell-based qHTS; stimulated with anti-CD3/CD4/CD28 beads; in transgenic mouse T cells; activation, % (series mostly up to about 46 µM); 360,000 compounds, 0.065% hits; in the data active = activation above about 50%; inconclusive = mostly about 30% to 49%; note: 0% is about no effect
#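 Unstimulated transgenic mouse T cells, 750 per well, received compound and, after 60 minutes, anti-CD3/anti-CD4 bead plus anti-CD28 stimulation. EGFP and DsRed were quantified after 18 hours.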
# EPAC1 agonist: EPAC1 (human) agonism; O95398; EPAC1 agonist qHTS, biochemical assay; response scale: 100% = response to 6.5 mM cAMP; Potency, µM (series often up to 154 µM), inactives show top-dose activation, actives largely listed as activators; 360,000 compounds, 0.073% hits; note: potency is the fitted concentration of half-maximal effect; nearly all actives have a fitted effect of over 60% in size
#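 Nucleotide exchange assay: 100 nM EPAC1 with 250 nM Rap1B loaded with BODIPY-GDP and 50 uM GDP, room temperature. Fluorescence (480/540 nm) read every 5 min for 30 min; signal change normalized to 6.5 mM cAMP as full agonist.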
# WRN helicase inh: blocks human WRN helicase | Q14191 | WRN helicase unwinding, fluorescent forked duplex, kinetic | Potency, µM (highest dose often 114 µM), for inactives: at the highest dose activity change, negative = inhibition, usual class: inhibitors | 360,000 compounds, 0.46% hits; note: potency is the fitted concentration of half-maximal effect; % is set by controls: 0 for no effect and ±100 for the full control effect; nearly all actives have a fitted effect of over 55% in size
#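 WRN at 20 nM final was preincubated with compound for 15 min at room temperature; reaction started with 100 nM forked duplex oligonucleotide carrying fluorophore and quencher plus 2 mM ATP (final). Unwinding followed kinetically by red fluorescence (ex 525/em 598 nm).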
# Starred values were filed as active, the others as inactive; ? = inconclusive; . = no result given; [ ] = dose if it differs, or a comment. Unless noted, calls come from the whole dose curve; as a rule, active = well fitted curve in the direction sought with a large enough effect; inconclusive = small, poorly fitted or top-dose-only effect, or another doubt; inactive = no such curve, though single readings can be large; an effect the other way counts as inactive or inconclusive. This is a subset (hit frequency here may not be typical).
Structure,EPAC2 agonist,EPAC1 antag,PLK1 PBD inh,PI5P4K alpha inh,CCT chaperon mod,IL-2 act,EPAC1 agonist,WRN helicase inh
O=C1OC(OC(=O)c2ccccc2Br)C(N2CCOCC2)=C1Cl (configuration not stated),3.5%,4.4%,?,6.9,-2.6,-0.1,6.4%,1.2%
Cc1ccc(S(=O)(=O)Nc2cccc(C(=O)N3CCOCC3)c2)cc1,-1.9%,22.7%,-0.7%,10.7,-0.5,-0.8,10.6%,0.8%
O=C(O)CCCNS(=O)(=O)c1ccc2c(c1)OCCCO2,-14.4%,0.5%,-2.5%,6.0,0.0,-0.5,3.5%,4.4%
COc1ccc(S(=O)(=O)Nc2c(C)nc3nc[nH]n3c2=O)cc1,-0.4%,7.1%,-12.1%,-11.5,-1.0,-0.1,-2.6%,1.0%
COc1ccc(C(=O)COC(=O)[C@H](C)Nc2ccc(C(F)(F)F)cc2[N+](=O)[O-])cc1,-17.1%,-7.5%,0.8%,2.8,-1.2,-1.3,11.1%,-1.0%
O=C(O)CC(CN1C(=O)c2ccccc2C1=O)c1ccccc1 (configuration not stated),7.2%,-4.6%,-6.3%,-3.3,1.3,0.0,9.6%,7.7%
O=C(OCc1cc(=O)n2ccsc2n1)c1ccccc1O,6.3%,-10.0%,-4.9%,?,-4.4,-0.2,-0.7%,-31.0%
C[C@H](NC(=O)c1nc[nH]c1C(=O)N(C)Cc1ccccc1)c1ccccc1,10.5%,-8.0%,-15.5%,6.4,-4.4,-3.5,-9.7%,-4.1%
CCCCCC(=O)Nc1cc(S(=O)(=O)N2CCCCC2)ccc1N1CCCCC1,-5.0%,-27.8%,0.0%,0.9,1.5,-3.2,1.3%,-0.5%
Cc1ccc(S(=O)(=O)NCCN2CCN(S(=O)(=O)c3ccccc3Cl)CC2)cc1,17.4%,-15.0%,-5.3%,9.1,-0.8,0.3,5.3%,-2.7%
CCOC(=O)C1C(=O)CC(C)(O)C(C(=O)OCC)C1c1ccc(F)cc1 (configuration not stated),4.4%,21.3%,1.4%,.,-1.9,-2.7,-3.5%,-0.8%
CC(C)Cn1cnc2c(c1=N)C(c1ccccc1)C1=C(CC(C)(C)CC1=O)O2 (configuration not stated),4.6%,0.9%,-2.4%,-3.6,1.8,-0.1,0.3%,-2.0%
Brc1ccc(-c2csc(-c3ccncc3)n2)cc1,-1.3%,5.1%,5.4%,0.4,0.6,-4.6,-4.9%,-1.1%
C=CCn1c(NC(C)c2cc(Cl)ccc2O)nc2ccccc21 (configuration not stated),14.0%,-15.3%,-1.8%,2.0,0.9,-2.8,3.8%,-9.9%
Cc1ccc(C)c(N2CCN(C(=O)C3CCN(S(=O)(=O)c4cccc5nsnc45)CC3)CC2)c1,6.7%,-14.8%,-7.9%,-2.0,2.0,-2.1,0.9%,-9.5%
Cc1cc(C(=O)NNC(=O)c2cccs2)c(C)o1,9.1%,-3.4%,-4.9%,-4.5,1.3,-0.7,7.0%,-3.2%
COc1ccc([C@@H]2CC=C(C(=O)O)[C@H](c3ccc(Cl)cc3)N2S(=O)(=O)c2ccccc2C)cc1,-12.1%,-8.7%,-8.5%,30.5,-5.3,0.0,-16.5%,8.9%
O=[N+]([O-])c1nn(-c2ccccc2)n(O)c1=NCCc1ccccc1,4.6%,-17.0%,-0.5%,4.7,0.2,-0.3,-2.0%,0.8%
Cc1ccc(C(=O)N2CCN(S(=O)(=O)N3CCCCCC3)CC2)cc1,3.8%,8.2%,-2.2%,-1.9,-1.3,0.0,-3.1%,-5.4%
CCOC(=O)[C@]12CCCC=C1N(Cc1ccc(Cl)cc1Cl)C(=O)[C@H](CC(=O)NCc1cccc(C(F)(F)F)c1)C2,-0.9%,-17.7%,-7.1%,23.5,-1.1,-0.9,-11.0%,-9.0%

# Not a retest: an excerpt of the list.
Structure,EPAC2 agonist,EPAC1 antag,PLK1 PBD inh,PI5P4K alpha inh,CCT chaperon mod,IL-2 act,EPAC1 agonist,WRN helicase inh
Cc1cc(C(=O)NNC(=O)c2cccs2)c(C)o1,9.1%,-3.4%,-4.9%,-4.5,1.3,-0.7,7.0%,-3.2%
COc1ccc([C@@H]2CC=C(C(=O)O)[C@H](c3ccc(Cl)cc3)N2S(=O)(=O)c2ccccc2C)cc1,-12.1%,-8.7%,-8.5%,30.5,-5.3,0.0,-16.5%,8.9%
O=[N+]([O-])c1nn(-c2ccccc2)n(O)c1=NCCc1ccccc1,4.6%,-17.0%,-0.5%,4.7,0.2,-0.3,-2.0%,0.8%

# Further records.
Structure,EPAC2 agonist,EPAC1 antag,PLK1 PBD inh,PI5P4K alpha inh,CCT chaperon mod,IL-2 act,EPAC1 agonist,WRN helicase inh
C[C@@H]1CN([C@H](C)CO)C(=O)CCCn2nncc2CO[C@@H]1CN(C)C(=O)c1cc(-c2ccccc2)on1,14.1%,14.4%,-18.0%,-7.2,-2.0,-0.5,4.5%,1.4%
Cc1ccc(NC(=O)CSc2nn(-c3ccc(Cl)cc3)c(=S)s2)cc1S(=O)(=O)N(C)C,-1.1%,-1.1%,-13.2%,16.9,-1.4,-0.6,-0.8%,-23.3%
O=C(O)C1C2C=CC(C2)C1C(=O)NCCc1ccncc1 (configuration not stated),3.0%,-11.0%,-6.6%,-5.4,-2.5,-0.8,4.7%,2.1%
COc1ccccc1-c1nnc2n1N=C(c1ccc(O)c(O)c1)CS2,5.3%,?,-10.4%,?,-2.6,-1.1,-3.0%,22.4µM*
CC1CC(C)CN(CCCNS(=O)(=O)c2cc(Br)cc3c2N(C(=O)C2CC2)CC3)C1 (configuration not stated),3.6%,8.1%,-7.3%,-2.7,2.0,-0.4,2.4%,-12.4%
CC(N=c1ccccn1C(=O)Nc1ccc(F)cc1)c1ccco1 (configuration not stated),9.2%,1.6%,-0.9%,.,-3.5,-3.0,6.6%,-9.1%[57.1 µM]
O=C(N/N=C/c1ccsc1)c1cc2ccccc2o1,-3.6%,7.6%,3.4%,-2.3,1.5,0.1,-3.0%,6.6%
CCCc1c(C(=O)N/N=C/c2ccc(OCc3ccc(F)cc3)cc2)nnn1-c1nonc1N,0.1%,4.5%,2.2%,-1.1,-1.3,0.8,4.9%,3.3%
CSCCC(NC(=O)c1ccccc1)C(=O)N(C)CC(=O)Nc1ccc(N2CCOCC2)cc1 (configuration not stated),5.8%,6.7%,1.2%,1.7,-0.9,0.0,-0.2%,-16.6%
OC[C@@H]1CN(Cc2cccnc2)C[C@H](n2cnc3c(NC4CCCC4)ncnc32)O1,-2.2%,1.0%,-2.5%,-0.2,-0.4,1.0,-18.5%,2.4%
CC1(C2CC(=O)c3c(O)ccc(O)c3C2)OCCO1 (configuration not stated),5.6%,?,-14.4%,-21.5,-8.5,-0.4,-7.8%,-2.5%
O=C(COC(=O)c1ccc2[nH]c3c(c2c1)CCCC3)Nc1ccccc1,0.5%,9.6%,5.0%,4.3,-1.1,-3.5,-6.7%,-1.7%
CCSc1nc2c(cnn2-c2ccc(C)c(C)c2)c(=O)[nH]1,-5.0%,18.5%,2.7%,2.4,4.8,-3.0,-5.1%,-5.3%
CN1OC[C@@H]2CN(C(=O)C(C)(C)C)[C@H](c3ccc(-n4ccnc4)cc3)C[C@@H]21,2.1%,-28.5%,-0.5%,-1.2,1.6,-0.8,6.4%,1.6%
COc1cccc(NS(=O)(=O)c2ccc(Br)s2)c1,15.7%,-8.8%,-3.0%,1.1,-0.9,-1.4,12.9%,-9.7%
O=C(CCCC(=O)c1ccccc1)NCCc1ccccc1,0.6%,-12.8%,-11.5%,0.2,1.1,0.5,-0.1%,9.5%
O=C(COc1ccc(Br)cc1)c1ccc2c(c1)CCCC2,0.0%[15.6 µM],-7.2%,0.9%,-0.1,2.9,-0.3,7.2%,-13.3%
CSc1ncccc1C(=O)OCC(=O)c1ccc2c(c1)NC(=O)CO2,-0.1%,6.2%,-15.3%,-3.6,0.5,-2.5,-4.5%,-1.6%
CCN(CC)S(=O)(=O)c1ccc(NC2CCCc3ccccc32)nc1 (configuration not stated),6.9%,-12.0%,-4.6%,1.2,-0.2,-0.1,15.6%,-11.1%
COCCc1nc2ccc(C(=O)N3CCCCC3COC)cc2o1 (configuration not stated),7.5%,0.2%,-2.4%,-2.5,-2.2,-1.9,4.0%,-7.2%[57.1 µM]

Structure,EPAC2 agonist,EPAC1 antag,PLK1 PBD inh,PI5P4K alpha inh,CCT chaperon mod,IL-2 act,EPAC1 agonist,WRN helicase inh
O=C(N/N=C/c1c[nH]c2ccccc12)c1sc2ccccc2c1Cl,9.5%,?,-1.2%,1.3,-1.1,1.7,3.9%,-15.7%
Cc1ccc2nsnc2c1NC(=O)c1ccc2c(c1)OCCO2,2.1%,0.8%,-6.8%,.,2.9,-1.7,2.8%,0.5%
Cn1c(N)c(C(=O)COC(=O)C2Cc3ccccc3CN2S(C)(=O)=O)c(=O)n(C)c1=O (configuration not stated),0.8%,-29.3%,-5.9%,-60.6*,2.8,-0.9,-11.8%,?
O=Cc1cn(CC(O)Cn2cc(C=O)c3ccccc32)c2ccccc12,3.7%,2.6%,1.8%,2.5,-0.1,-1.9,4.7%,-2.6%
Cc1cccc(C)c1NC(=O)C1(C)CSCC(=O)N1CCC(C)C (configuration not stated),1.7%,2.1%,-9.2%,0.3,.,-0.1,-4.8%,3.5%
O=C(Nc1cc(N2CCCCC2)ncn1)c1ccccc1,5.8%,-11.9%,?,-15.3,-1.7,-3.5,0.1%,2.0%
COc1ccc(CNC(=O)CN(C(=O)c2ccc(CN3CCOCC3)o2)C2CCCC2)cc1,7.1%,0.2%,-0.9%,.,-5.3,-0.4,2.6%,-4.8%
O=C(CSc1nnc(CNc2ccc(F)cc2)n1Cc1ccccc1)NCc1ccccc1,3.7%,-2.1%,-8.8%,1.8,0.7,-1.0,4.1%,0.0%
C[C@H](NC(=O)c1[nH]cnc1C(=O)Nc1nccs1)c1ccccc1,11.1%,-4.4%,-9.6%,-11.3,-1.1,-0.8,2.6%,1.2%
O=C(Nc1ccc(Cl)c(Cl)c1)Nn1cnnc1,0.3%,-17.5%,5.6%,8.3,0.7,-2.7,-2.7%,1.9%[57.1 µM]
Cc1cccc(-c2noc(CNC(=O)COc3ccccc3C)n2)c1,21.1%,-23.3%,-10.6%,1.7,-0.1,1.2,0.9%,1.4%
Cc1ccc(C)c(NC(=O)C[n+]2ccccc2)c1,2.1%,-29.1%,-4.4%,-0.7,-2.7,0.9,6.9%,-13.5%
COc1cccc(S(=O)(=O)Nc2noc3ccccc23)c1,10.2%,-2.1%,-6.1%,-1.8,0.3,-2.7,-6.4%,0.4%
